Screens (PubChem)
KOR beta-arrestin-1 – kappa opioid receptor blockers – cell-based, luminescence, uHTS (AID 1778); KOR beta-arrestin recruitment, luminescence, antagonist mode; higher % means a stronger effect; inhibition, % at 10 µM, or IC50 in µM where a hit was titrated; 0.091% of 290,000 active; in the data active means inhibition above about 50%; further: strong numbers were not always called active
GPR55 activation – GPR55 agonists via beta-arrestin recruitment, primary screen, imaging, U2OS cells, beta-arrestin-GFP redistribution (AID 1961) | U2OS GPR55 beta-arrestin-GFP redistribution imaging; higher % means a stronger effect | one-dose activation, % at 10 µM; EC50 in µM for titrated hits | 0.048% of 290,000 active;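 active means activation above 40% with more than 50 cells counted in the well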;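 further: U2OS osteosarcoma cells stably expressing GPR55 and beta-arrestin-GFP; plate controls were DMSO negative control for no effect and LPI positive control for full effect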
PhoP inhibition – PhoP-dependent GFP reporter repression – Salmonella Typhimurium, primary screen (AID 1863); S. Typhimurium PhoP-regulated promoter GFP reporter, 4 h; higher % means a stronger effect; one-dose inhibition, % at 50 µM; IC50 in µM for titrated hits; 0.16% of 300,000 active;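 active means inhibition over 29.93%, a cutoff 3 SD above the screen mean, later confirmed by dose response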;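 further: 0% = low Mg2+ inducing control and 100% = high Mg2+ repressing control; strong numbers were not always called active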
GPR35 arrestin U2OS – GPR35 antagonists blocking zaprinast-driven arrestin recruitment, primary screen, imaging, U2OS, beta-arrestin-GFP, zaprinast agonist (AID 2058); one-dose inhibition, % at 10 µM; IC50 in µM for titrated hits; 0.052% of 290,000 active; U2OS GPR35 beta-arrestin-GFP translocation imaging, zaprinast antagonism; higher % means a stronger effect;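 active means inhibition of at least 50% with at least 30 cells and total cytoplasm GFP at most 10,000,000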
T cell modulator – modulates CD8 T cell binding to vesicles. 2C CD8+ T cell-vesicle binding, flow cytometry; active compounds read low. calls only at 7 µM. AID 2052. 0.068% of 330,000 active;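 active means response, share of CD8 T cells binding vesicles, and their 90th percentile fluorescence all below set limits, cut at about 80% in these data, passing the limit was not always enough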
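Test system: purified 2C TCR transgenic mouse naive CD8+ T cells. Probe or stimulus: QL9-peptide-loaded Drosophila micro-vesicles bearing Ld, ICAM-1 and B7-1. Incubation: binding step 1.5 h, 37 °C, antibody labelling 20 min, ice. Measured by: flow cytometry of vesicle-bound cells.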
GPR55 antagonists – inhibition of LPI-stimulated GPR55 beta-arrestin translocation – imaging, U2OS, beta-arrestin-GFP, LPI agonist, primary screen (AID 2013) | U2OS GPR55 beta-arrestin-GFP translocation imaging, LPI antagonism; higher % means a stronger effect | inhibition, % at 10 µM, or IC50 in µM where a hit was titrated | 0.13% of 290,000 active;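 active means spots per cell inhibited over 60%, with over 100 cells counted and total cytoplasm intensity under 500,000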;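 further: U2OS cells stably carrying GPR55 and arrestin-GFP stimulated by 5 µM LPI near EC80; imaged beta-arrestin-GFP aggregate spots per cell after agonist stimulation; plate controls were LPI-stimulated DMSO wells for no effect and DMSO wells without LPI for full effect; some results filed as inactive read as strong as hits; confirmed hits need IC50 under 10 µM and bright autofluorescent wells are also inconclusive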
KOR beta-arrestin-2 – KOR agonists, beta-arrestin recruitment, primary screen, cell-based, luminescence, uHTS (AID 1777); KOR beta-arrestin recruitment, luminescence; higher % means a stronger effect; activation, % at 10 µM; hits with a dose series show EC50 in µM; 0.02% of 280,000 active; in the data active means activation above about 50%, passing the limit was not always enough; further: a part of the inactive calls stands beside numbers as strong as those of hits
West Nile virus CPE – West Nile virus antiviral activity, cell-based, CPE readout (AID 1621); West Nile virus-infected cells, CPE inhibition; higher % means a stronger effect; one-dose CPE inhibition, % at 10 µM; IC50 in µM for titrated hits; 0.02% of 290,000 active; in the data active means a potency from the dose series; further: strong numbers were not always called active
NTR1 ag – NTR1-driven beta-arrestin-GFP spot formation – imaging, U2OS cells, high content, primary screen (AID 493036); P30989; agonist mode; activation, % at 20 µM; 0.17% of 330,000 active;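 active means activation at or above 40% of the spot to cytoplasm intensity ratio, with at least 20 cells analyzed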;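 further: 0% = DMSO without peptide and 100% = 100 nM NTR1 peptide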
Target sequence (P30989 whole entry, looked up): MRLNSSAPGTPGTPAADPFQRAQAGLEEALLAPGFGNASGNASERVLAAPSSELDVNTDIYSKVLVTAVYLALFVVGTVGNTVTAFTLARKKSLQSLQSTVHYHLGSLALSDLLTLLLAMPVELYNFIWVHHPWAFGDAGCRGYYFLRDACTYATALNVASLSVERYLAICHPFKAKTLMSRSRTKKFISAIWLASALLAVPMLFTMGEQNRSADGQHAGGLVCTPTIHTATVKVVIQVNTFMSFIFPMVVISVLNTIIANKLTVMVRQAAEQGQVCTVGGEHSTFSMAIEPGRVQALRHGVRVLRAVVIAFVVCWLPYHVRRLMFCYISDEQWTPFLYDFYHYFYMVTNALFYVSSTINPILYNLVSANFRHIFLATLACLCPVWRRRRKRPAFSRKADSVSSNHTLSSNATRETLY
T cell modulator vesicle-bound % – second read-out of T cell modulator, no call of its own (marks repeat the call); double positive events, %; measured here: CD8+ vesicle-bound cell fraction;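 binding gate set so that unloaded-vesicle control wells show 10% double positive cells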
NTR1 ag cell count 20 µM – further read-out of NTR1 ag, marked with its call; cell count; measured here: cell count, cytotoxicity flag
* marks the source's active call; other numbers are inactive results; i = inactive; . = no result given; & = joins results of further samples; [ ] = another dose, or the depositor's remark.

SMILES	KOR beta-arrestin-1	GPR55 activation	PhoP inhibition	GPR35 arrestin U2OS	T cell modulator	T cell modulator vesicle-bound %	GPR55 antagonists	KOR beta-arrestin-2	West Nile virus CPE	NTR1 ag	NTR1 ag cell count 20 µM
CCC(=O)Nc1nnc(S(=O)(=O)N(CC)c2cc(C)cc(C)c2)s1	-11%	0.4%	6%	9%	i	36	0%	-6.3%	-0.9%	1.6	79
Cc1noc(C)c1COc1ccc(CC(=O)NCc2ccccc2)cc1	-150%	1.5%	-7%	8%	i	3	-2%	-0.3%	-0.2%	-0.4	40
Cc1ccc(Cl)cc1N1CCN(S(=O)(=O)c2c(C)nc3scc(C)n3c2=O)CC1	-13%	3.4%	0%	2%	i	28	-10%	-8.9%	-0.3%	14	58
Cc1cccc(C)c1NC(=O)CCS(=O)(=O)c1cccc2nonc12	-5%	0.0%	3%	8%	i	9	-7%	1.8%	-0.7%	-0.5	45
CCCC(=O)N1CCN(Cc2ccc3c(c2)OCO3)CC1	-3%	-0.2%	5%	8%	i	43	-10%	1.6%	-0.5%	0.3	51
CCOc1ccccc1NC(=O)C1CCN(C(=O)Cc2ccccc2)CC1	9%	0.0%	10%	4%	i	44	9%	-2.6%	-0.9%	3.1	66
Cc1cc(C)c2c(c1)OC(O)(C(F)F)CC2=O (centres undefined)	16%	-0.2%	2%	4%	i	22	.	.	0.0%	-0.4	45
Cn1c(=O)[nH]c(=O)c2c1nc(NCCCn1ccnc1)n2Cc1ccc(F)cc1	3%	-0.1%	3%	11%	i	20	5%	2.4%	-0.2%	1.4	88
COc1ccc2cc3[n+](cc2c1OC)CCc1cc2c(cc1-3)OCO2	4%	0.2%	-12%&-8%	0%	i	63	2%	-1.2%	1.4%	3.8&-0.1	37&45
CN1C(=O)/C(=C/c2ccco2)SC1=Nc1ccc(N2CCOCC2)cc1	31%	-0.4%	6%	-7%	i	30	5%	-3.5%	-1.6%	8.6	51
O=c1oc(-c2ccccc2NS(=O)(=O)c2ccc(F)cc2)nc2ccccc12	-27%	-0.2%	-5%	0%	i	17	-5%	4.4%	0.4%	-0.6	46
CCCCn1c(N)c(N(CC(C)C)C(=O)c2ccc3c(c2)NC(=O)C(C)S3)c(=O)[nH]c1=O (centres undefined)	13%	0.0%	2%	-10%	i	18	11%	-1.3%	-0.6%	4.6	63
COCc1c(C(=O)OCc2c(C)noc2C)oc2ccccc12	-18%	-1.2%	-10%	-17%	i	36	-3%	6.8%	-0.4%	0.3	60
CC(=O)c1ccc(N2CCN(C(=O)CCc3ccccc3)CC2)cc1	-24%[20 µM]	-0.1%	-3%	1%	i	27	14%	-2.2%	-1.4%	0.5	51
Cc1cc(S(=O)(=O)N2CCN(C(=O)c3ccco3)CC2)ccc1F	0%	0.4%	-4%	-1%	i	46	6%	-1.2%	-0.9%	-1.0	59
CC(C)CCNC(=O)NC(=O)COC(=O)C1=COCCO1	16%	0.4%	-1%	-7%	i	26	2%	-2.3%	0.7%	1.2	79
COC(=O)c1ccc(C)c(NC(=O)c2ccc(Cn3cc([N+](=O)[O-])cn3)o2)c1	24%	-0.4%	7%	-13%	i	14	0%	4.1%	-1.2%	0.7	65
O=C(CC(Cc1ccccc1)C(=O)O)Nc1ccc(Cl)c(Cl)c1 (centres undefined)	-16%	0.0%	-4%	6%	i	53	9%	7.7%	0.1%	9.0	96
COc1ccccc1NC(=O)CCSc1nc(C)cs1	-5%	-0.1%	1%	9%	i	59	-4%	-3.9%	0.2%	-1.4	66
Brc1ccc(-c2csc(N3CCOCC3)n2)cc1	9%	-0.3%	0%	-5%	i	51	-9%	-4.1%	-0.4%	1.6	38
COc1ccccc1CNC(=O)C1CCN(S(C)(=O)=O)CC1	-8%	-0.1%	7%	7%	i	19	-9%	13%	-0.2%	-0.6	85
O=C(COC(=O)c1cccnc1Nc1ccccc1F)NCCN1C(=O)CSC1=O	12%	-0.1%	-5%	1%	i	22	-6%	3.3%	1.7%	0.7	37
Cc1ccc2c(c1)C(=O)C(=O)N2CCCOc1ccccc1C	-108%[20 µM]	0.0%	-5%	12%	i	7	-7%	.	-1.1%	3.6	40
COc1cc(C(=O)N2CC(C)OC(C)C2)c([N+](=O)[O-])cc1OC (centres undefined)	-13%	-0.2%	-5%	-3%	i	12	13%	-3.4%	-0.1%	-1.1	72
COc1ccc(C2N=C(c3ccccc3)NO2)cc1OC (centres undefined)	-11%	-0.2%	8%	1%	i	52	0%	-1.5%	-0.3%	-0.4	48

Continuation:
SMILES	KOR beta-arrestin-1	GPR55 activation	PhoP inhibition	GPR35 arrestin U2OS	T cell modulator	T cell modulator vesicle-bound %	GPR55 antagonists	KOR beta-arrestin-2	West Nile virus CPE	NTR1 ag	NTR1 ag cell count 20 µM
COc1cc(C(=O)OCCN2CCOCC2)ccc1O	-4%	-0.2%	11%	3%	i	43	-1%	-9.0%	0.6%	4.0	90
CC(=O)Nc1cccc(NC(=O)Nc2cccc(F)c2)c1	-1%	0.1%	-5%	0%	i	58	-2%	-1.8%	-0.2%	0.4	68
CCOC(=O)CSc1nc2ccccc2c(=O)n1CC1COc2ccccc2O1 (centres undefined)	-5%	-0.1%	0%	6%	i	38	9%	3.3%	-0.1%	4.0	80
N#Cc1nc(-c2ccccc2)oc1NCc1ccco1	-8%	-0.3%	-4%	-2%	i	41	0%	3.6%	0.2%	-1.6	115
COc1ccc(CNc2nc(NCc3ccc(OC)cc3)n(S(C)(=O)=O)n2)cc1	0%	0.0%	-6%	-4%	i	20	8%	8.2%	0.5%	0.5	55
COc1ccc(Cn2c(CO)cnc2SCC(=O)Nc2cccc(NC(C)=O)c2)cc1	-12%	-0.1%	4%	-10%	i	54	-9%	1.9%	0.6%	-0.2	51
CCOc1ccccc1NC(=S)N(CCC(C)C)C1CCN(C(C)=O)CC1	-6%	-0.5%	3%	4%	i	34	-4%	2.1%	-0.2%	0.1	63
NC(=S)Nc1ncc(C(F)(F)F)cc1Cl	-72%[20 µM]	0.2%	6%	-15%	i	8	-2%	-0.8%	0.0%	1.3	39
Cc1cc(NC(=O)CSc2nccn2-c2ccc(F)cc2)no1	-8%	-0.1%	-6%	-4%	i	48	-7%	6.7%	-0.1%	-1.0	60
Cc1ccc(NC(=O)Nc2ccc(Cl)c(Cl)c2)nc1	-26%	-0.1%	-6%	3%	i	29	-4%	-0.2%	0.9%	2.7	94
COc1cccc(C(=O)Nc2cccc3cccnc23)c1OC	-46%[20 µM]	-0.2%	-7%	-7%	i	55	-18%	0.8%	0.2%	0.1	41
CCOc1ccc(-c2ccc(SC)nn2)cc1	-27%	-0.3%	-3%	-3%	i	47	4%	-1.9%	-0.7%	1.4	59
S=c1nc(C23CC4CC(CC(C4)C2)C3)[nH][nH]1	-14%	-0.2%	-7%	1%	i	30	-10%	-2.1%	0.1%	0.6	54
OCC1CCCN(c2nc(CN3CCCCC3)nc3scc(-c4ccccc4)c23)C1 (centres undefined)	16%	-0.1%	-1%	3%	i	57	19%	-0.2%	0.3%	1.5	102
COc1ccc(NC(=O)NC2(C(=O)N3CCN4CCCC4C3)CCCCC2)cc1 (centres undefined)	-37%	-0.1%	1%	0%	i	25	4%	-2.0%	0.1%	0.5	60
O=c1[nH]c2ccc(S(=O)(=O)N3CCCCC3)cc2s1	12%[20 µM]	-0.1%	.	3%	i	40	1%	-2.9%	0.8%	-0.3	67
COc1cccc(NC(=O)Nc2ccc(C(C)(C)C)cc2)c1	-31%[20 µM]	0.3%	-7%	4%	.	.	11%	4.6%	2.1%	25	99
Nc1ccc(Nc2nc(-c3cc4ccccc4oc3=O)cs2)cc1	-40%[20 µM]	0.2%	-4%	3%	i	16	-27%	.	-1.0%	7.9	53
O=C(O)c1ccccc1S(=O)(=O)Cc1ccccc1	8%	0.1%	-14%	2%	i	42	-4%	-0.3%	-0.2%	-0.7	43
Cc1cc(C(=O)CSc2nncs2)c(C)n1-c1ccc2c(c1)OCO2	-7%	-0.3%	-1%	0%	i	19	12%	-1.5%	-0.5%	-0.1	53
CCOc1ccc(/C=C2\SC(=S)N(CC(=O)N(CCO)C(C)(C)C)C2=O)cc1	-2%[20 µM]	0.6%	0%	2%	i	52	14%	.	-0.7%	1.0	51
COc1cccc(CN2CCN(Cc3ccc4c(NC(C)=O)cccc4n3)CC2CCO)c1 (centres undefined)	-39%	1.0%	-4%	15%	i	33	7%	-5.9%	0.5%	1.3	57
O=C(CCSc1ccccc1)Nc1ncccn1	-29%	0.1%	-20%	7%	i	42	-22%	0.6%	-0.2%	-1.1	54
CCOc1c(Cl)cc(CNCc2ccncc2)cc1OC	7%	0.0%	2%	-3%	i	51	-3%	-0.1%	-1.0%	0.3	69
COc1ccc(-c2nc3ccccc3c(=O)n2CCOc2ccc(C)cc2C)cc1	-23%	-0.1%	3%	10%	i	57	-3%	4.3%	-0.7%	0.0	85

Later entries.
SMILES	KOR beta-arrestin-1	GPR55 activation	PhoP inhibition	GPR35 arrestin U2OS	T cell modulator	T cell modulator vesicle-bound %	GPR55 antagonists	KOR beta-arrestin-2	West Nile virus CPE	NTR1 ag	NTR1 ag cell count 20 µM
Cc1cc(NC(=O)CCCN2C(=O)c3cccnc3C2=O)ccc1Br	9%	0.2%	5%	9%	i	11	-3%	1.8%	0.5%	-0.9	53
Cc1c(NC(=O)c2ccc(N(C)S(=O)(=O)c3ccccc3)cc2)c(=O)n(-c2ccccc2)n1C	2%	0.1%	-9%	7%	i	36	3%	-5.0%	-0.2%	0.5	42
Cc1cc(=O)c2ccccc2[nH]1	-32%	0.0%	0%	-5%	i	29	4%	3.0%	-0.2%	1.0	80
CCOC(=O)c1cnc2nc[nH]n2c1=O	-26%	-0.2%	-7%	-7%	i	46	11%	1.2%	.	0.0	60
CCc1noc(C)c1C(=O)N1CCCC1	-17%	-0.2%	-3%	-10%	i	48	-1%	-3.5%	0.9%	0.8	72
O=C(NC1CCCCC1)c1ccc2snnc2c1	-18%	-0.2%	-4%	-2%	i	28	5%	-3.1%	-0.7%	0.5	48
COc1cc(C(=O)NCc2nnc(SCC(=O)N3CCOCC3)o2)cc(OC)c1OC	3%	0.0%	7%	-1%	i	55	10%	2.4%	-0.4%	-0.6	97

In the list so far, 2 have bromine:
SMILES	KOR beta-arrestin-1	GPR55 activation	PhoP inhibition	GPR35 arrestin U2OS	T cell modulator	T cell modulator vesicle-bound %	GPR55 antagonists	KOR beta-arrestin-2	West Nile virus CPE	NTR1 ag	NTR1 ag cell count 20 µM
Brc1ccc(-c2csc(N3CCOCC3)n2)cc1	9%	-0.3%	0%	-5%	i	51	-9%	-4.1%	-0.4%	1.6	38
Cc1cc(NC(=O)CCCN2C(=O)c3cccnc3C2=O)ccc1Br	9%	0.2%	5%	9%	i	11	-3%	1.8%	0.5%	-0.9	53
